A549 tox = Nrf2 qHTS screen for inhibitors: counterscreen for cytotoxicity. A549 ARE-Fluc cells, CellTiter-Fluor viability, 18-24 h. Potency, µM (doses to about 46 µM), for the others: at the top dose activity change, negative = cytotoxicity, hits mostly inhibitors. hit rate 0.16% among 390,000. AID 504648, 2011; note: % is set by controls: 0 for no effect and ±100 for the full control effect
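A549 ARE-Fluc cells in 5% FBS OPTI-MEM, 5000 cells/well, rested 2 h then exposed to compounds in concentration-response for 18-24 h at 37 °C. Viability by CellTiter-Fluor fluorescence (Ex 405/Em 525) after 30 min; luciferase luminescence (BugLite, 15 min, RT) read afterwards.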
TGFb SMAD3 inh = qHTS for Inhibitors of TGF-b. HepG2 CAGA-GFP TGF-b/SMAD3 reporter, GFP fluorescence, 18 h; TGF-beta stimulated, 500 pg/mL final. Potency, µM (top dose mostly 46.1 µM), for inactives: at the top dose activity, negative = inhibition, most hits filed as inhibitors. hit rate 1.2% among 410,000; note: % is set by controls: 0 for no effect and ±100 for the full control effect; nearly all actives have a fitted effect of over 65% in size
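TGF-beta reporter screen: HEPG2 CAGA-GFP, 1% FBS, 500 pg/mL TGF-beta final, 18 h; per-cell GFP summed per well; curves fitted and categorized by class.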
EPAC2 antag = qHTS for Antagonist of cAMP-regulated guanine nucleotide exchange factor 2 (EPAC2): primary screen. AID 720708, 2013. Potency, µM (highest dose often 114 µM), inactives show top-dose activity, negative = inhibition, hits mostly inhibitors. hit rate 0.18% among 360,000. EPAC2 GEF exchange of Rap1B-BODIPY-GDP, fluorescence. Rap guanine nucleotide exchange factor 4 (Homo sapiens), Q8WZA2; note: % is set by controls: 0 for no effect and ±100 for the full control effect; nearly all actives have a fitted effect of over 45% in size; many of its hits are not listed in these tables
Target sequence (Q8WZA2 whole entry, looked up): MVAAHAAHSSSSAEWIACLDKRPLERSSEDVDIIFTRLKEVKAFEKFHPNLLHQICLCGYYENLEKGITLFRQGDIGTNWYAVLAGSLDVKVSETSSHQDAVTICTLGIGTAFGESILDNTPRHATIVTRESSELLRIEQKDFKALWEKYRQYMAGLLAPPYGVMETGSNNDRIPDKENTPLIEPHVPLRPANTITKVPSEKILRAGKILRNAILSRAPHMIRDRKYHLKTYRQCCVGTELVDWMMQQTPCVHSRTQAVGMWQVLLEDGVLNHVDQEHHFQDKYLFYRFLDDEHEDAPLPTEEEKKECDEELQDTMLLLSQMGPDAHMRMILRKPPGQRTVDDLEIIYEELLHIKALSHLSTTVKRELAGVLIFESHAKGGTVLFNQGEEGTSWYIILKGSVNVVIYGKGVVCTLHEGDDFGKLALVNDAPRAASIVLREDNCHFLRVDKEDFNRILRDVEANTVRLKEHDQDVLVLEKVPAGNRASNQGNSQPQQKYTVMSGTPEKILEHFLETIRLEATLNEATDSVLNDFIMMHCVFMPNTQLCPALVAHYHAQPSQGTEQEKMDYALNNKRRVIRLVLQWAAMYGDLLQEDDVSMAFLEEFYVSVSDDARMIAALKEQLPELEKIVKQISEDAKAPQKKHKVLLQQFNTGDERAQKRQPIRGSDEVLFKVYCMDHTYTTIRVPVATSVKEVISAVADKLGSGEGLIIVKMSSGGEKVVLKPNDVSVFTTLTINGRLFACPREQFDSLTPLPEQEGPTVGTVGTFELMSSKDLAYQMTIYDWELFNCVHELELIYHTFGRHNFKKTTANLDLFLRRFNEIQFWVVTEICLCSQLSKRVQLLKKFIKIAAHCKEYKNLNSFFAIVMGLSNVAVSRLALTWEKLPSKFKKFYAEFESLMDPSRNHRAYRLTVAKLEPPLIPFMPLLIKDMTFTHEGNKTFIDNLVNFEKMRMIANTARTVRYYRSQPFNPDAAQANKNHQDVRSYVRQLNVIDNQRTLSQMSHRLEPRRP
HepG2 tox = qHTS for Inhibitors of TGF-b: Cytotox Counterscreen | Potency, µM (series often up to 46.1 µM), for the others: top-dose activity change, negative = cytotoxicity, most hits filed as cytotoxic | hit rate 0.76% among 410,000 | HepG2 CAGA-GFP viability, ATP luminescence, 18 h; note: some results filed as inactive show a strong effect at the top dose
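CellTiter-Glo luminescence gave cytotoxicity after 18 hours at 37 degrees C. The cells were HepG2 CAGA-GFP in 1% FBS DMEM, stimulated with 500 pg/mL TGF-beta after compound addition. %Activity was normalised to no-cell wells (complete cell-killing) and DMSO (no toxicity), and curves were fitted and classified.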
Nrf2 ARE act = qHTS of Nrf2 Activators. hit rate 0.31% among 410,000. AREc32 ARE-luciferase reporter (MCF7-derived line), luminescence, 24 h. Potency, µM (highest dose often 46.1 µM), for inactives: at the top dose activation, actives largely listed as activators; note: % of control where 0% means no effect; nearly all actives have a fitted effect of over 65% in size
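Luminescent ARE reporter assay in AREc32_Fluc cells: overnight plating at 37 deg C, 24 hr compound incubation, Steady-Glo added, 30 min RT before reading.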
Nrf2 block = Nrf2 qHTS screen for inhibitors; A549 ARE-Fluc reporter, luciferase luminescence, 18-24 h; Potency, µM (highest dose often 46 µM), for the others: at the highest dose activity change, negative = inhibition, hits mostly inhibitors; hit rate 2.1% among 360,000; AID 504444, 2011; note: % is set by controls: 0 for no effect and ±100 for the full control effect; nearly all actives have a fitted effect of over 60% in size
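Concentration-response testing used A549 ARE_Fluc cells at 5000 cells/well. Following an 18-24 h compound incubation, viability was read by fluorescence (Ex 405/Em 525) and luciferase output by luminescence.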
ATXN2 expr inh = Primary qHTS for Inhibitors of ATXN expression; HEK-293 ATXN2-luciferase reporter, luminescence, 24 h; AID 1745845, 2022; Potency, µM (titrated, usually from 57 µM), inactives show at the highest dose activity change, negative = inhibition, hits mostly inhibitors; hit rate 0.72% among 360,000; note: % is set by controls: 0 for no effect and ±100 for the full control effect; nearly all actives have a fitted effect of over 55% in size
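qHTS (up to 57 uM final) was run with 24 h compound exposure of reporter cells at 37 °C. Each well was multiplexed: SteadyGlo luminescence measured ATXN2-luciferase expression after a fluorogenic Gly-Phe-AFC viability readout (25 uM final).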
S2 tox = Viability Counterscreen for Primary qHTS for Inhibitors of ATXN expression; S2 cells (HEK-293 line with an ATXN2-luciferase reporter) viability, CellTiter-Fluor protease fluorescence, 24 h; Potency, µM (titrated, usually from 56.7 µM), actives largely listed as cytotoxic; hit rate 0.49% among 400,000; note: nearly all actives have a fitted effect of over 40% in size
MCF10A rerep = A quantitative high throughput screen for small molecules that induce DNA re-replication in MCF 10a normal breast cells; MCF 10A DNA re-replication, Hoechst nuclear intensity, 48 h; Potency, µM (doses to about 46.1 µM), without a hit: at the highest dose activity, positive = re-replication, hits mostly activators; hit rate 2.9% among 350,000; note: % of control where 0% means no effect; nearly all actives have a fitted effect of over 50% in size
Numbers without * were called inactive; i = inactive; ? = inconclusive; . = no result given; [ ] = another dose, or the depositor's remark. Calls come from the whole dose curve; as a rule, active = well fitted curve in the direction sought with a large enough effect; inconclusive = small, poorly fitted or top-dose-only effect, or another doubt; inactive = no such curve, though single readings can be large; an effect the other way counts as inactive or inconclusive. Potency is the fitted concentration of half-maximal effect. This is a subset. The share of hits here may be higher or lower than overall.

Values in the order – A549 tox, TGFb SMAD3 inh, EPAC2 antag, HepG2 tox, Nrf2 ARE act, Nrf2 block, ATXN2 expr inh, S2 tox, MCF10A rerep
> N/C(=N\OC(=O)Oc1ccccc1)c1ccc(Cl)cc1
→ -5.5%, -3.5%, -0.1%, -0.9%, -0.2%, 1.8%, -0.3%, i, 7.1%
> CC(CCn1cccn1)NC(=O)c1cc(COc2ccc(F)cc2Cl)on1 (stereo not drawn)
→ -0.6%, 19.0%, 20.3%, 4.8%, -1.0%, -19.6%, -7.1%, i, -3.2%
> Cc1ccccc1C(=O)Nc1nncs1
→ -2.3%, -7.3%, -6.0%, -12.0%, -0.4%, 9.3%, 2.0%, i, 3.8%
> COc1ccc(N2C(=NC(=O)C(C)Oc3ccccc3)SC3CS(=O)(=O)CC32)cc1 (stereo not drawn)
→ 10.8%, 5.0%, -4.8%, -76.3%, -0.4%, -13.5%, 7.5%, i, 1.9%
> Cc1cccc(N(C(=O)Cc2cccs2)C(C(=O)NC2CCCC2)c2ccsc2)c1 (stereo not drawn)
→ 11.5%[1.84 µM], 0.6%, 12.5%, 13.8%, 0.2%, 6.7%, -0.8%, i, 2.4%
> O=C(Nc1cccc(Cl)c1)C1CCN(c2nc3ccccc3nc2C(F)(F)F)CC1
→ ?, -18.7%, ., -13.2%, -0.4%, ?, -22.3%, i, .
> COc1ccc(C(CC(=O)O)NC(=O)c2cccs2)cc1 (stereo not drawn)
→ 0.3%, 14.6%, -2.4%[57.1 µM], 8.4%, 0.1%, -12.8%, 3.8%, i, 9.3%
> CC(=O)/C(=N/Nc1ccccc1Cl)Sc1nnc(C(O)c2ccccc2)n1-c1ccccc1 (stereo not drawn)
→ -4.9%, 1.1%, -17.4%, -85.5%, -0.3%, -9.6%, -2.9%, i, 0.6%
> CCOC(=O)c1cc(C(=O)c2cc(F)ccc2O)coc1=N
→ 4.3%, -6.0%, 4.4%, -1.4%, 0.0%, 12.6%, -14.4%, i, 3.9%
> CCc1cccc(NC(=O)C(CC(C)C)NS(=O)(=O)c2ccc3c(c2)oc(=O)n3C)c1 (stereo not drawn)
→ -7.0%, -30.1%, ., -8.3%, 3.9%, ?, -7.8%, i, .
> COc1ccc(/C=C2/C(=O)N(c3cccc(F)c3)N=C2C)c(OC)c1
→ 9.3%, -17.4%, -18.5%, -24.4%, 2.0%, -25.6%, -10.4%, i, 15.6%
> C/C(=N\Nc1nc(Nc2ccccc2)nc(N2CCOCC2)n1)c1cccs1
→ 8.6%, 9.8%, -5.1%, -43.9%, 9.1%, 16.3%, -24.3%, i, 12.4%
> CN(C)/C=C/C(=O)c1ccc(-c2ccc(Cl)cc2Cl)o1
→ -5.6%, -1.5%, -11.1%, 4.3%, 6.6%, ?, 8.1%, i, ?
> CCC1CCCCN1C(=O)c1ccc(OC2CCN(C(=O)CCOC)CC2)cc1 (stereo not drawn)
→ 1.7%, -1.2%, 0.8%, -11.1%, 0.2%, 53.0%, 3.2%, i, ?
> CCOC(=O)Cn1c(=O)oc2cc(S(=O)(=O)NCCCc3ccccc3)ccc21
→ -1.5%, -3.0%, -5.2%, -18.9%, 0.1%, 18.9%, 2.7%, i, 3.6%

(listing goes on)
Values in the order – A549 tox, TGFb SMAD3 inh, EPAC2 antag, HepG2 tox, Nrf2 ARE act, Nrf2 block, ATXN2 expr inh, S2 tox, MCF10A rerep
> COc1cc(OC)cc(C(=O)NC(C(=O)NNC(=O)CN(C)S(=O)(=O)c2ccc(C)cc2)C(C)C)c1 (stereo not drawn)
→ -5.6%, 1.1%, -1.3%, -8.5%, 0.2%, 1.0%, ., ?, 10.9%
> Cc1ccnc(NS(=O)(=O)c2cccs2)c1
→ -4.7%, 10.3%, 6.1%, 0.2%, -0.8%, 0.8%, 1.3%, i, -3.5%
> CCCCN(C(=O)NCCCCCCNC(=O)N(CCCC)C1CCS(=O)(=O)C1)C1CCS(=O)(=O)C1 (stereo not drawn)
→ 3.9%, -2.3%, 1.4%, -2.3%, -0.5%, -2.3%, 4.0%, i, -2.1%
> O=C1CC(N2CCN(c3ccc(O)cc3)CC2)C(=O)N1c1ccc2c(c1)OCO2 (stereo not drawn)
→ 7.8%, -1.1%, -8.2%, -29.9%, 2.2%, -2.5%, 1.7%, i, -1.9%
> COc1ccc2[nH]c(CN3CCN(CC=C(C)C)C(CCO)C3)c(C)c2c1 (stereo not drawn)
→ -10.3%, 12.9%, -9.5%, -6.7%, 0.4%, -8.6%, -3.1%, i, 16.4µM*
> O=S(=O)(O)c1ccc(N=NNc2ccc(Br)cc2)cc1
→ -10.4%, 7.0%, 44.7µM*, -17.5%, 0.7%, 2.7%, 7.5%, i, 0.4%
> Cc1cc(C)cc(C(=O)Nc2nnc(SCC(=O)N3CCCc4ccccc43)s2)c1
→ 8.7%, 0.0%, -1.3%, -0.3%, 0.0%, ?, 1.5%, i, 16.2%
> CO/N=C(\c1ccccc1)c1cccnc1
→ 0.0%, -0.5%, ?, 3.5%, 3.2%, ?, 4.0%, i, -5.6%
> CSc1ccccc1NC(=O)Cc1ccccc1
→ -0.2%, 5.4%, -2.8%, 0.9%, -0.5%, 5.7%, 6.8%, i, 9.4%
> CCOC(=O)c1cc(S(=O)(=O)N2CCN(c3ccc(F)cc3)CC2)[nH]n1
→ 3.9%, -5.2%, ., -19.4%, -1.1%, ., -6.9%, i, .
> Cc1ccc(Nc2nc(N)c([N+](=O)[O-])c(NCc3ccco3)n2)cc1C
→ -20.4%, 15.8µM*, -13.3%, -69.2%, 0.2%, 4.1%, -8.1%, ?, ?
> CCc1ccc(NC(=O)CCC(=O)Nc2nnc(C(C)C)s2)cc1
→ 1.0%, 1.2%, -11.1%, 0.3%, 0.0%, -1.2%, ., i, 23.1%
> NNC(=O)COc1ccc(C2SCCS2)cc1
→ 4.4%, -23.1%, -5.6%, 0.1%, 0.2%, 5.5%, 16.2%, i, -0.8%
> CCCc1cc(=O)[nH]c(SCC(=O)Nc2ccccc2C#N)n1
→ -7.2%, 10.5%, 16.0%[57.1 µM], 10.5%, -0.5%, -9.0%, 3.5%, i, -10.0%
> Cc1ccccc1C(=O)NNC(=O)c1ccncc1
→ -9.9%, 16.9%, 1.2%, 10.0%, 0.2%, 0.4%, 16.0%, i, 0.0%

Next structures follow:
SMILES	A549 tox	TGFb SMAD3 inh	EPAC2 antag	HepG2 tox	Nrf2 ARE act	Nrf2 block	ATXN2 expr inh	S2 tox	MCF10A rerep
COc1cccc(/C=N/NC(=O)c2cccc(N3CCCC3=O)c2)c1	-3.3%	1.3%	9.2%	0.6%	2.1%	?	0.0%	i	-5.2%
O=C(CC[C@H]1O[C@@H](n2ccc(=O)[nH]c2=O)[C@H](O)[C@@H]1O)N[C@H](Cc1ccccc1)C(=O)NCc1cccs1	.	-5.9%	6.9%	-20.9%	0.4%	.	7.2%	i	.
COc1ccccc1NC(=O)Nc1ccccc1SC	7.2%	4.9%	1.0%	-24.3%	0.5%	0.6%	17.4%	i	0.0%
Cn1cnc(S(=O)(=O)N2CCC(C(=O)N3CCN(c4ccc(Cl)cc4)CC3)CC2)c1	1.6%	0.2%	.	-0.8%	0.1%	.	.	.	.
O=C1C=C(c2cccc(Cl)c2)C[C@@H](c2ccc3c(c2)OCO3)C1	-2.5%	?	8.5%	-21.7%	-1.1%	?	9.2%	i	2.6%
COc1ccc(CCNC(=O)c2nonc2N)cc1	-2.1%	14.0%	-1.5%	-6.6%	0.6%	?	35.9%	i	-1.8%
Cc1ccc(NC(=O)CSc2ccc(-c3ccco3)nn2)cc1	-0.8%	-2.6%	0.7%	-2.4%	17.6%	?	.	i	-0.7%
CSc1ccc(CNC(=O)C2CCC(=O)N(Cc3cccc(F)c3)C2)cc1 (stereo not drawn)	-2.3%	?	-0.3%	-31.3%	-0.3%	-3.9%	-0.3%	i	-3.5%
COc1cc(C(=O)N2CCC(N3CCCCCC3)CC2)cc(OC)c1OC	1.0%	?	12.4%	0.7%	0.8%	.	-4.3%	i	1.6%
CCN(CC)CCNC(=O)c1ccc2nc(CCc3ccccc3)oc2c1	17.0%	23.8%	.	-5.1%	4.3%	.	20.8%	i	.
COCCCn1c(SCC(=O)Nc2sc3c(c2C#N)CCCC3)nnc1-c1ccncc1	-2.6%	-0.3%	-8.3%	-1.3%	9.3%	-9.3%	-5.4%	i	25.3%
COc1ccc(-c2cc(NC(C)=O)c3ncc(-c4cc(OC)c(OC)c(OC)c4)n3c2)cn1	.	?	10.1%	2.6%	13.8%	.	?	?	.
CCOc1ccccc1NC(=O)c1cccc(NC(=O)c2ccco2)c1	?	3.9%	-5.9%	-4.4%	-1.2%	.	-7.1%	?	6.51µM*
CCOc1cc(C=O)cc(Br)c1OCC(=O)NCCc1ccccc1	0.0%	?	-16.1%	-34.4%	0.1%	-17.5%	-10.1%	i	-0.2%

Reprinted at random: 4 compounds from above.
SMILES	A549 tox	TGFb SMAD3 inh	EPAC2 antag	HepG2 tox	Nrf2 ARE act	Nrf2 block	ATXN2 expr inh	S2 tox	MCF10A rerep
O=C(CC[C@H]1O[C@@H](n2ccc(=O)[nH]c2=O)[C@H](O)[C@@H]1O)N[C@H](Cc1ccccc1)C(=O)NCc1cccs1	.	-5.9%	6.9%	-20.9%	0.4%	.	7.2%	i	.
COc1ccc(CCNC(=O)c2nonc2N)cc1	-2.1%	14.0%	-1.5%	-6.6%	0.6%	?	35.9%	i	-1.8%
COc1cc(C(=O)N2CCC(N3CCCCCC3)CC2)cc(OC)c1OC	1.0%	?	12.4%	0.7%	0.8%	.	-4.3%	i	1.6%
O=C1C=C(c2cccc(Cl)c2)C[C@@H](c2ccc3c(c2)OCO3)C1	-2.5%	?	8.5%	-21.7%	-1.1%	?	9.2%	i	2.6%
